Bioassay records as filed in PubChem BioAssay.
hcGAS lum: inhibitors of human cGAS | Q8N884 | recombinant h-cGAS, ATP depletion, Kinase-Glo luminescence | inhibition, % at 12.5 µM | 0.081% of 290,000 active | AID 1259398;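 note: 0% = vehicle reaction and 100% = reaction without DNA for no activity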
Target sequence (Q8N884 whole entry, looked up): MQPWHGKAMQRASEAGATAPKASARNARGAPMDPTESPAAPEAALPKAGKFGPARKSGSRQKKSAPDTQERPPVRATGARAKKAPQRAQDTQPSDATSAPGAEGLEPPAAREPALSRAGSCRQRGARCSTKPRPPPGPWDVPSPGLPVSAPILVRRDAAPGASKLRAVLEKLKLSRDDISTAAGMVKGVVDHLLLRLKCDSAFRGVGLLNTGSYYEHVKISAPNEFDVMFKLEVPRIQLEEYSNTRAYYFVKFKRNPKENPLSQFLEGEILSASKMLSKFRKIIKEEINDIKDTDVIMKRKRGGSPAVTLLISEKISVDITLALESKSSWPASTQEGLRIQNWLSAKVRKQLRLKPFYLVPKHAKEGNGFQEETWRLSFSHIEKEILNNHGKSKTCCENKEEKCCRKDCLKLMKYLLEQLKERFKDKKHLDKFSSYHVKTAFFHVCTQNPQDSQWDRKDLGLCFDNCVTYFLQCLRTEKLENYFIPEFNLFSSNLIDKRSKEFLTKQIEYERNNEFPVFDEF
mcGAS inh: blocks mouse cGAS activity. recombinant cGAS, Kinase-Glo ATP depletion luminescence. 0.15% of 160,000 active. inhibition, % at 12.5 µM. AID 1259399;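 note: 0% = negative control wells and 100% = reference inhibitor with no enzyme activity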
NPYLR7 ag: activates Aedes aegypti NPYLR7 receptor. activation, % at 10 µM. HEK293T NPYLR7/Galpha15, GCaMP6s calcium fluorescence. AID 1259423. 0.15% of 270,000 active; in the data active = activation above about 40%;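 note: 0% = vehicle and 100% = reference agonist at the receptor; some compounds past the cut are filed as inactive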
Active calls of the source: *; . = no result given; & = joins results of further samples. Cut-off read from the data, not from the text of the source, unless noted: active = inhibition above about 40%; inactive = the rest.

The opening 5 records (preview)
SMILES	hcGAS lum	mcGAS inh	NPYLR7 ag
O=C1CC2(CCN(C(=O)c3cn[nH]n3)C2)Oc2ccccc21 (stereo not given)	-9	-10	4
N[C@H]1CN[C@H](C(=O)NCc2ccc3sccc3c2)C1	-4	-9	18
COc1cccc(-n2nnc3c(N4CCN(C(=O)CC5CCCCC5)CC4)ncnc32)c1	-6	-6	-11
CC(=O)NC1=NN(C(C)=O)C2(S1)C(=O)N(C(C)=O)c1ccc(F)cc12 (stereo not given)	-3	.	0
O=C(Nc1ccccc1)c1c[nH]c2c(C(F)(F)F)cccc2c1=O	-9	-10	3

All compounds of this part (from the top)
SMILES	hcGAS lum	mcGAS inh	NPYLR7 ag
O=C1CC2(CCN(C(=O)c3cn[nH]n3)C2)Oc2ccccc21 (stereo not given)	-9	-10	4
N[C@H]1CN[C@H](C(=O)NCc2ccc3sccc3c2)C1	-4	-9	18
COc1cccc(-n2nnc3c(N4CCN(C(=O)CC5CCCCC5)CC4)ncnc32)c1	-6	-6	-11
CC(=O)NC1=NN(C(C)=O)C2(S1)C(=O)N(C(C)=O)c1ccc(F)cc12 (stereo not given)	-3	.	0
O=C(Nc1ccccc1)c1c[nH]c2c(C(F)(F)F)cccc2c1=O	-9	-10	3
C=CCCC(O)CN(CCC(C)C)Cc1cccc(OC)c1OC (stereo not given)	-4	-5	-9
CCOC(=O)NCNC(=O)OCC	1	-1	1
CCCOC(=O)C1=C(C)NC2=C(C(=O)CC(c3ccc(OC)cc3)C2)C1c1ccccc1Cl (stereo not given)	-2	-3	0
COc1ccc(Cl)cc1NC(=O)NCCCn1ncccc1=O	-3	-11	-6
CCC=C(C)C(=O)N1CCC(C(=O)NCC)CC1	1	.	5
Cc1ccc(NCC(=O)N2CC3(C)CC2CC(C)(C)C3)cc1F (stereo not given)	-13	-10	6
O=C(c1ccc(F)cc1F)N1CCN(C(c2ccccc2)c2ccc(Br)cc2)CC1 (stereo not given)	-7	-7	22
Cn1c(=O)c2c(nc(CN3CCC(Cc4ccccc4)CC3)n2CCCO)n(C)c1=O	3	-2	4
NC1=NC(c2ccccc2O)n2c(nc3ccccc32)N1 (stereo not given)	-6	.	10
Brc1ccc(CSc2nc3ncccc3[nH]2)cc1	-8	.	5
N#CC1(C(=O)Nc2ccc(-c3ncn[nH]3)cc2)CCCCC1	-1	.	0
CCN(CC)c1onc(-c2ccccc2)c1CN(CCCOC)C(=O)C1CC1	-11	-6	3
CCS(=O)(=O)Oc1cc(CN(CCOC)C(=O)CC(C)C)ccc1OC	0	-3	-2
Cn1ncc(Cl)c1-c1nc(-c2nonc2N)no1	-12	.	0
CCOc1cc(C=NNC(=O)Cn2cnc3ccccc32)ccc1O	-5	-6	-6
CC(C1CC1)N(Cc1ccccc1)Cc1ccc(S(=O)(=O)N(C)C)o1 (stereo not given)	-4	.	1
NC1CCSc2ccc(Cl)cc21 (stereo not given)	-9	.	6
O=c1[nH]nc(SCc2nc(-c3ccccc3)no2)n2nc(-c3ccco3)cc12	-3	-5	.
COc1ccc2c(c1)sc(=NC(=O)c1coc3ccccc3c1=O)n2C	-3	.	4
CC(C)NC(=O)C(C#N)C(=O)CC(C)c1ccc(C(F)(F)F)cc1 (stereo not given)	-3	-13	9
COc1ccc(-c2nc3ccc(C)cn3c2NC(=O)C2CC2)cc1	-3	-5	-1
CC(C)=C1C2C=CC1C1C(=O)N(c3ccccc3Cl)C(=O)C21 (stereo not given)	-1	.	3
CC(C)CN(CC(C)C)C(=O)CSc1ncn[nH]1	0	-5	3
CCOC(=O)C1(CCOc2ccccc2)CCN(Cc2cccc(F)c2)CC1	0	1	-1
CCN1CCN(C(=O)c2cn[nH]c2-c2ccccc2)CC1	-3	.	1
CN(C(=O)Cn1cnc2ccc(Br)cc2c1=O)c1nccs1	-10	.	21
Cn1c(-c2c(N)n(Cc3ccco3)c3nc(C#N)c(C#N)nc23)nc2ccccc21	-8	-6	3
CN(Cc1cccc2cnccc12)C(=O)COc1ccc(F)cc1	-4	.	-1
Cc1nc(=O)c(-c2ccccc2)c(C)n1CCO	-8	.	14
Cc1cn2c(=O)c3ccccc3nc2n2c(=O)c3ccccc3nc12	0	-4	2
C1CCc2c(CCNC3CCC4(CCNCC4)CC3)n[nH]c2C1	-5	-16	.
COCCNC(=O)CNC(=O)C1CCN(S(=O)(=O)c2ccc(Cl)cc2)CC1	-4	.	11
O=C(NCc1cccs1)c1cncn1-c1cccc(-c2cccc3c2sc2ccccc23)c1	-7	-6	4
O=C(NCCc1c[nH]c2ccccc12)c1ccc(OC2CCN(C(=O)C3CC3)CC2)cc1	-5	-7	3
Cc1cccc(C(=O)N(C)CCn2cc(C(=O)N3CCSCC3)nn2)n1	-8	-11	8

An excerpt of these results, with each value named.
> CN(Cc1cccc2cnccc12)C(=O)COc1ccc(F)cc1
  hcGAS lum: -4
  mcGAS inh: .
  NPYLR7 ag: -1
> Cc1nc(=O)c(-c2ccccc2)c(C)n1CCO
  hcGAS lum: -8
  mcGAS inh: .
  NPYLR7 ag: 14
> Cc1cn2c(=O)c3ccccc3nc2n2c(=O)c3ccccc3nc12
  hcGAS lum: 0
  mcGAS inh: -4
  NPYLR7 ag: 2

Remaining list, next part:
SMILES	hcGAS lum	mcGAS inh	NPYLR7 ag
O=C(CCc1nc2ccccc2o1)N1CC=C(c2ccccc2)CC1	-5	.	1
CNc1nc(-c2cc(C)n(C3CC3)c2C)cs1	-15	.	4
COc1ccccc1-c1nc(C(N)=O)c2[nH]c(=O)n(-c3ccc4c(c3)OCO4)c2n1	-9	-8	-9
COCCn1ccc2c(cnc3nc(-c4ccncc4)nn32)c1=O	-2	.	5
COc1cccc(OCC(=O)Nc2nnc(Cc3ccc(C)cc3C)o2)c1	5	.	-11
CCOC(=O)c1nn(-c2ccccc2C)c(=O)cc1OS(=O)(=O)c1ccc(C)c(C)c1	-8	-4	-1
CCc1ccc(C(=O)N2CCC3(CC2)NCC(=O)N3CC(=O)OC)cc1	-4	.	-1
CCN(CC)C1CCN(c2nc3nonc3nc2N2CCOCC2)C1 (stereo not given)	-5	.	22
CCOC(=O)c1nn(-c2ccccc2)c(=O)cc1NCc1ccc(OC)cc1	0	.	7
Cc1cccc(CN2CCN(c3ccc(Br)cc3)C(=O)C2C)c1 (stereo not given)	-5	-4	-1
CC(=O)Cn1c(=O)c2c(nc3n(Cc4ccccc4)c(C)c(C)n23)n(C)c1=O	-10	-8	.
CC1(C)[C@H]2CC=C(CN3CCC(Oc4ccccc4C(=O)N4CCCC4)CC3)[C@@H]1C2	-11	-11	-1
CNC(=O)[C@@]1(OCc2cccc(F)c2)CC(OCc2ccc(C(F)(F)F)cc2)[C@@H]2OC(C)(C)O[C@@H]2C1 (stereo not given in full)	-2	-8	2
CC(C)CC(=O)Nc1nc2c(s1)C(=O)CC(C)(C)C2	-11	.	5
CCCNS(=O)(=O)c1cc2c3c(c1)C(C)C(=O)N3CCC2 (stereo not given)	-5	.	10
O=C(c1ccc(C(F)(F)F)cc1)N1[C@@H](c2ccco2)[C@@H](CO)C[C@]12CCCCNC2=O	-6	-9	1
CCN(CC(=O)N1CCc2sccc2C1c1ccccc1C)C(=O)COc1ccc(Cl)cc1 (stereo not given)	-7	-5	-4
COC(=O)CCCCCCC(=O)N1CCC(c2c[nH]c3ccc(F)cc23)CC1	-5	-7	30
COc1ccc(S(=O)(=O)N2CCOCC2)cc1N1CCN(C(=O)c2ccc(F)cc2F)CC1	-4	-8	28
COc1cc(-c2nnc(CSc3ncccn3)o2)cc(OC)c1OC	-6	-5	-3
CCCN(CC1CCCO1)C(=O)CSc1nnc(N)s1 (stereo not given)	-7	-8	-1
COc1ccc(OC)c(-c2cc(Cl)c3c(c2)CC(CNC(=O)C(C)n2nc(C)cc2C)O3)c1 (stereo not given)	-9	-13	19
O=C1C=C(c2cccc([N+](=O)[O-])c2)C(=O)N1c1ccc(Cl)cc1	-8	.	-11
O=C(Nc1nnc(SCc2ccc(Br)cc2F)s1)C1CCCC1	-2	-4	-1
CCCN(CC(=O)Nc1cc(C(C)(C)C)nn1-c1cccc(C)c1)C(=O)Nc1cc(C(F)(F)F)cc(C(F)(F)F)c1	-17	-7	-9
CC(C)N(CC(=O)N(Cc1cccn1Cc1ccc(Br)cc1)C1CCCCC1)C(=O)c1ccco1	-2	-3	2
c1csc(CNCc2cn[nH]c2-c2cccs2)c1	0	1	-6
COc1cc(-c2ccc(-c3nn[nH]n3)cc2)cc(OC)c1OC	-1	.	1
COC(=O)Cc1ccc(OCC2(CO)COC2)cc1	5	.	0
CC(=O)N1CCC(N2CCC3(CCCN(C(=O)OCC(C)(C)C)C3)C2)CC1 (stereo not given)	-4	.	3

Part of the list above in a different format:
Structure,hcGAS lum,mcGAS inh,NPYLR7 ag
CC(C)N(CC(=O)N(Cc1cccn1Cc1ccc(Br)cc1)C1CCCCC1)C(=O)c1ccco1,-2,-3,2
c1csc(CNCc2cn[nH]c2-c2cccs2)c1,0,1,-6

New compounds follow:
SMILES	hcGAS lum	mcGAS inh	NPYLR7 ag
O=C(c1ccc(Cl)c(Cl)c1)N1CCSC12CCNCC2	-5	.	11
COc1ccc(CNC(=O)c2nnn(CC(=O)Nc3cccc(C)c3C)c2N)cc1	-9	-5	8
O=C(c1coc(CN(CCc2c[nH]c3ccccc23)Cc2ccc(Cl)c(Cl)c2)n1)N1CCOCC1	-2	-5	10
COCCCN(CC(=O)N(CCc1ccc(OC)c(OC)c1)Cc1sccc1C)S(=O)(=O)c1ccc(OC)cc1	-6	-5	1
COc1cc(C)c(-c2cc(C(=O)O)c(C)o2)cc1C(C)C	-1	-6	3
Nc1ncc(N=Nc2cccc(C(F)(F)F)c2)s1	-13	.	4
O=C(c1cc2n(n1)CCN(Cc1cnc(-c3ccco3)nc1)C2)N1CCCC1	4	.	-4
Clc1ccccc1CN1CCc2sccc2C1	-1&-3&-7	-5	-3&-2
O=C(NC1CCN(c2ccccc2C(=O)NCCc2ccccc2)CC1)c1ccc([N+](=O)[O-])cc1	-1	0	-1
CC(=O)Oc1c(-c2ccc(NC(=O)c3ccc(C(F)(F)F)cc3)cc2)c(-c2ccccc2F)nn1-c1ccc(C)cc1C	-6	-7	17

The last 2 entries of the section before are carried over, then new ones follow.
SMILES	hcGAS lum	mcGAS inh	NPYLR7 ag
O=C(NC1CCN(c2ccccc2C(=O)NCCc2ccccc2)CC1)c1ccc([N+](=O)[O-])cc1	-1	0	-1
CC(=O)Oc1c(-c2ccc(NC(=O)c3ccc(C(F)(F)F)cc3)cc2)c(-c2ccccc2F)nn1-c1ccc(C)cc1C	-6	-7	17
COc1ccc(C(=O)N2CC(C)(C)SC23C(=O)N(Cc2ccc(F)cc2)c2ccccc23)cc1 (stereo not given)	-6	-4	-2
Cc1ccc(C=Cc2nc(=S)n(CN3CCN(CCOc4ccccc4Cl)CC3)[nH]2)o1	-8	.	-1
Cc1[nH]n(-c2nc(-c3ccccc3)cs2)c(=O)c1N=Nc1ccc(C(N)=O)cc1	-1	-3	-4
CCN1CCCC1CNC(=O)c1ccc(-c2cc(-c3cccc4ccccc34)[nH]n2)cc1 (stereo not given)	2	1	3
O=C(NCC1CCCO1)C1CCN(C2CCN(C/C=C/c3ccco3)CC2)CC1 (stereo not given)	-2	.	6
COc1cccnc1NC(=O)c1ccc(Br)s1	2	.	2
CCOC(=O)c1ccc2c(c1)nc(SCc1ccc(-n3cccn3)cc1)n2Cc1ccccc1	-4	-6	7
C=CCc1cccc2cc(C(=O)N3CC(C)OC(C)C3)c(=O)oc12 (stereo not given)	-4	-7	11
Cc1cc(N2CCC(N(C)CCCS(C)(=O)=O)CC2)nc(C)n1	-7	.	12
CO/C=C(\Oc1ccccc1C)C(=O)Nc1cccc(C)c1	-8	.	11
Fc1ccccc1-c1cc(CCl)no1	-3	.	-3
O=C(c1ccccc1Br)N1CCN(S(=O)(=O)c2ccc(F)cc2F)CC1	4	-3	2
Cc1occc1C(=O)N1CCCC(C(=O)c2ccc(Oc3ccccc3)cc2)C1 (stereo not given)	-1	-4	1
O=C(NC12CC3CC(CC(C3)C1)C2)c1cccs1	-9	-5	0
CN1C[C@@H](O)[C@]2(CCN(C(=O)C3CCC3)C2)S1(=O)=O	3	-7	5
CCc1ccc(S(=O)(=O)N2CCN(c3cc(S(=O)(=O)N4CCCC(C)C4)ccc3OC)CC2)cc1 (stereo not given)	2	-6	21
c1ccc(CCc2nc(CCOc3ccccc3)n[nH]2)cc1	4	0	-4
CN(Cc1cc(=O)n2cc(Br)ccc2n1)C1CCCc2ccccc21 (stereo not given)	-7	.	3
CCOC(=O)c1[nH]ncc1[C@@H]1C[C@H](NC(C)=O)C[C@H](CC(C)C)O1	-4	.	2
COc1ccc(CNC(=O)CCC2CCCN(C(=O)CCSC)C2)c(OC)c1 (stereo not given)	-6	.	3
Cc1ccc(-n2c(C)nnc2SCc2ccc(C(=O)Nc3cccc(C)c3)cc2)cc1	-2	-9	27
CO/N=C(/C(=O)NN(C)c1ccccc1)c1csc(NC=O)n1	-3	-2	-6
CCN(CC)S(=O)(=O)c1ccc(C(=O)Nn2cnc3c(cnn3C(C)(C)C)c2=O)cc1	-9	.	2
CCOC(=O)C1CCCN(C2CCCN(c3nc(C)c4ccc(S(C)(=O)=O)cc4n3)CC2)C1 (stereo not given)	-6	-25	-2
C=CCNc1ccccc1C(=O)N1CCC(O)(CN2CCCC2)CC1	-6	-16	3
CCOC(=O)CNNC(=O)COc1ccc(Cl)cc1Cl	3	11	-18
Cc1cc(C)n2nc(C(=O)N(C)Cc3ccc(C)o3)cc2n1	-4	.	3
O=S(=O)(NC1CCOc2ccccc21)C1=Cc2ccccc2CC1 (stereo not given)	-7	-4	4
CC(=O)N1N=C(c2ccccc2)CC1c1ccccc1[N+](=O)[O-] (stereo not given)	-4&7	-5&5	-2&-18
COC(=O)c1ccc(N2CC(C(=O)OCc3ccc(Cl)c(Cl)c3)CC2=O)cc1 (stereo not given)	-3	.	-7
